IL-2 act – activators of IL-2. IL-2 activation reporter assay, cell-based qHTS; stimulated with anti-CD3/CD4/CD28 beads; in transgenic mouse T cells. activation, % (series mostly up to about 46 µM). 360,000 compounds, 0.065% hits; in the data active means activation above about 50%; inconclusive means mostly about 30% to 49%; further: 0% is about no effect
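First, unstimulated transgenic mouse T cells were exposed to compound for 60 min. Next, anti-CD3/anti-CD4-coated beads with anti-CD28 were added. Finally, after 18 h at 37 degrees C, EGFP and DsRed were imaged.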
GLP-1R inv ag – inverse agonists of human GLP-1 receptor. P43220. Potency, µM (doses to about 38.3 µM), without a hit: at the highest dose activity change, negative = inhibition, actives largely listed as inhibitors. HEK293 GLP-1R CRE-luciferase, luminescence, 24 h; GLP-1R form is constitutively active. 410,000 compounds, 1.6% hits; further: potency means the concentration at half of the fitted maximal effect; on the % scale 0 is the no-effect control and ±100 the full control effect; nearly all actives have a fitted effect of over 55% in size
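Stable HEK293 clone (constitutively active GLP-1R + cAMP-response luciferase); 200 cells/uL plated, 12 h pre-culture, compound 24 hr, 37 deg C/5% CO2; detection reagent 12 min RT; luminescence.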
WRN helicase inh – WRN helicase (human) inhibition; 360,000 compounds, 0.46% hits; Potency, µM (top dose mostly 114 µM), inactives show top-dose activity change, negative = inhibition, usual class: inhibitors; WRN helicase unwinding, fluorescent forked duplex, kinetic; Q14191; further: potency means the concentration at half of the fitted maximal effect; on the % scale 0 is the no-effect control and ±100 the full control effect; nearly all actives have a fitted effect of over 55% in size
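Screening of the MLSMR collection measured strand separation of a quenched forked DNA duplex (100 nM) by 20 nM WRN with 2 mM ATP, all final. Compounds were preincubated with enzyme 15 min at room temperature.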
GLP1R ag – activates the human GLP-1 receptor. HEK293 GLP-1R CRE-luciferase, luminescence, 4-6 h; cells express a hypersensitive GLP-1R form. 380,000 compounds, 0.007% hits. AID 624172. P43220. Potency, µM (doses to about 45.6 µM), for inactives: at the highest dose activation, hits mostly activators; further: potency means the concentration at half of the fitted maximal effect; % of control where 0% means no effect
DRD3 agonist – D3 dopamine receptor (human) agonism | P35462 | D3R DiscoveRx beta-arrestin cells, luminescence, 90 min | max activation, % | 410,000 compounds, 0.58% hits; in the data active means max activation above about 30%; further: 0% is about no effect; mostly tested at two doses, the higher about 12 µM
Target sequence (P35462 whole entry, looked up): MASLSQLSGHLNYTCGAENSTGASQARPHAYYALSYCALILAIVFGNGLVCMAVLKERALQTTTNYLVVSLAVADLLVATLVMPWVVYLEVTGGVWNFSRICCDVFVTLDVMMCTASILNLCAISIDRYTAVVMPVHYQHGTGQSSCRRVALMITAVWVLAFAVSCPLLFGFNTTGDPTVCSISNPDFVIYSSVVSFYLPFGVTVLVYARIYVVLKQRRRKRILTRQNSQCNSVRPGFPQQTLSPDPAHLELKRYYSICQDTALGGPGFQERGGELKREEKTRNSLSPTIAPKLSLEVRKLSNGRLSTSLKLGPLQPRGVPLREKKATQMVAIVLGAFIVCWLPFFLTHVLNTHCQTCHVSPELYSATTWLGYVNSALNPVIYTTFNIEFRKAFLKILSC
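Agonist mode: compounds and dopamine controls were applied to plated cells for 90 min at 37 degrees C after an overnight attachment at 1500 cells/well. Luminescent read-out followed 30 - 60 minutes at room temperature with DiscoveRx detection reagent.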
HEK293 tox – cytotoxicity in counter-screen for GLP-1R inverse agonists; HEK293 cAMP-luciferase reporter cells, luminescence, 24 h; Potency, µM (series often up to 38.3 µM), for the others: top-dose activity change, negative = inhibition, hits mostly inhibitors; 410,000 compounds, 0.13% hits;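 further: loss of luciferase light is scored as toxicity; potency means the concentration at half of the fitted maximal effect; on the % scale 0 is the no-effect control and ±100 the full control effect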
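Cells in DMEM/10% Nu serum/1% pen-strep, 1536-well format. Pre-incubated 12 h, dosed with 23 nL compound, incubated a further 24 h. Luciferase detection, 12 min at room temp, luminescence.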
PLK1 PBD block – blocks phosphopeptide binding to human PLK1 polo-box domain; Plk1 PBD binding of FITC phosphopeptide, fluorescence polarization; Potency, µM, for the others: max response, negative = inhibition, usual class: inhibitors; P53350; AID 720504; 360,000 compounds, 2.8% hits; further: potency means the concentration at half of the fitted maximal effect; series mostly up to about 57 µM; on the % scale 0 is the no-effect control and ±100 the full control effect; nearly all actives have a fitted effect of over 65% in size
Target sequence (P53350 whole entry, looked up, the tested form may be a part): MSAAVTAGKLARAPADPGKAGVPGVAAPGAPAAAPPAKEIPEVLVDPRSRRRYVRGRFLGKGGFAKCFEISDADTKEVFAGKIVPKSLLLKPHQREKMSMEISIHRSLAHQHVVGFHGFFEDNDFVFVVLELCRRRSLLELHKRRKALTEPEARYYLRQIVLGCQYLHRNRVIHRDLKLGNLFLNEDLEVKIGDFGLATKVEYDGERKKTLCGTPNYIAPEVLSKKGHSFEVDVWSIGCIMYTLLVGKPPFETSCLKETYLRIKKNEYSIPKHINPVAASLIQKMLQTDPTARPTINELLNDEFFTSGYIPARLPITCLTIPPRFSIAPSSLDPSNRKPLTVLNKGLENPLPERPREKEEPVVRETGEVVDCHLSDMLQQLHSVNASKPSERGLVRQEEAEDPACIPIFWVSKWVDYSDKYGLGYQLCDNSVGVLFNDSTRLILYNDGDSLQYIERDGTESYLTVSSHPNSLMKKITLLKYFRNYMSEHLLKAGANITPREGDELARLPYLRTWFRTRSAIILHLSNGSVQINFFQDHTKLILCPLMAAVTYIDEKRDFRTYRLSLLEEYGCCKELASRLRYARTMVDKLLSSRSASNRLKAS
PI5P4K alpha inh – inhibitors of human PI5P4K alpha; 330,000 compounds, 1.2% hits; P48426; max response, %; PI5P4Kalpha enzyme, ADP-Glo luminescence, 60 min; stronger effect = lower value; AID 652105; active means max response of -50% or lower; inconclusive means between -30% and -50%; inactive means -30% or higher; further: value at the top dose of about 77 µM; on the % scale 0 is the no-effect control and ±100 the full control effect
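Single end-point luminescence (ADP-Glo) quantified ADP from PI5P4Kalpha turnover; ATP 5 microM final, 1 h at RT, 0.1% CHAPS and 0.28 mM EGTA in HEPES pH 7.4.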
D3 antag – antagonists of human D3 dopamine receptor; max response, negative = inhibition, %; 360,000 compounds, 2.5% hits; D3R cells, DiscoveRx beta-arrestin luminescence, antagonist mode; stronger effect = lower value; P35462; AID 652054; in the data active means max response below about -50%; inconclusive means no clear call, values can overlap the other calls; further: on the % scale 0 is the no-effect control and ±100 the full control effect; mostly tested at two doses, the higher about 12 µM
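Cells plated overnight at 1500 cells/well, then exposed to library compounds with dopamine controls for 90 minutes at 37 degrees C. DiscoveRx reagent added for 30–60 minutes at room temperature; luminescence read, quantitative HTS format.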
An asterisk follows results filed as active; ? = inconclusive; · = no result given; [ ] = remark or other dose. Unless noted, the call rests on the fitted dose curve; in most records, active means well fitted curve in the direction sought with a large enough effect; inconclusive means small, poorly fitted or top-dose-only effect, or another doubt; inactive means no such curve, though single readings can be large; an effect the other way counts as inactive or inconclusive.

mol	PI5P4K alpha inh	DRD3 agonist	HEK293 tox	WRN helicase inh	IL-2 act	PLK1 PBD block	D3 antag	GLP-1R inv ag	GLP1R ag
C=C1CCN(CC(=O)OC)S(=O)(=O)c2ccccc21	3.2	19.9	-3.8%	0.2%	0.3	-3.2%	-6.1	4.5%	-2.3%
COc1ccc(NC(=O)c2nnn(CC(=O)Nc3ccccc3OC)c2N)c(OC)c1	-0.9	-1.9	-15.3%	-2.6%	0.4	-18.8%	0.0	-2.4%	-0.6%
COc1ccc(C(=O)Nn2c(C)nc3ccccc3c2=O)cc1Br	1.3	2.8	1.7%	0.2%	0.0	-2.7%	26.3	-17.2%	11.1%
CCOC(=O)CSc1nc2ccc(NC(C)=O)cc2s1	-1.0	4.7	-7.7%	-5.8%	0.0	-19.1%	4.7	31.8%	-1.4%
CCOc1ccc2c(c1)s/c(=N\S(=O)(=O)c1ccc(OC)cc1)n2C(F)F	-5.0	3.4	-2.8%	-2.2%	-0.7	-2.2%	10.1	-35.3%	-10.6%
Cc1nnc(SCc2ccc(CC(=O)O)cc2)o1	0.0	1.6	-9.5%	-9.9%	-2.2	-4.9%	-24.5	-1.2%	2.6%
CCOC(=O)c1c(C)[nH]c(NC(=O)NNC(=O)c2ccccc2Cl)c1C	-0.3	0.0	3.3%	1.4%	-0.1	-8.8%	41.9	6.1%	5.4%
OC(CCc1ccncc1)COc1ccccc1 (centres undefined)	-1.5	18.5	-8.3%	2.2%	-2.5	-1.4%	25.7	12.1%	10.5%
CSc1ccccc1C(=O)Nc1ncn[nH]1	?	1.8	-2.8%	7.5%	0.4	-21.7%	100.6	11.9%	0.8%
Cc1nn(-c2ccccc2)c(C)c1NC(=O)COC(=O)c1ccc(Cl)c(S(N)(=O)=O)c1	0.3	7.4	-6.0%	16.0%	-1.5	-3.7%	?	10.9%	-2.3%
Cc1ccc(S(=O)(=O)NN=CC2(c3ccccc3)CC2)cc1	1.4	-1.4	-4.9%	-0.8%	0.6	4.1%	-21.0	-20.9%	-1.4%
CCn1ccnc1CNC(=O)c1ccc2oc(CCCc3ccccc3)nc2c1	0.2	-15.3	1.4%	7.4%	-3.9	-6.3%	-51.4*	?	-1.4%
CCOC1=C2[C@@H](CN(S(=O)(=O)c3ccc(C)cc3)[C@H]2c2cccc3ccccc23)[C@H]2C(=O)N(C)C(=O)[C@H]2C1	3.9	2.0	-6.7%	-4.8%	-0.6	-7.3%	5.0	-27.0%	-9.5%
O=C(Cn1cnc2ccccc21)Nc1ccc(F)c(F)c1	7.9	2.6	0.0%	0.3%	-0.2	-8.9%	-5.5	-0.6%	1.7%
CSc1nnnc2ccccc12	-5.5	1.6	4.4%	-19.8%	-0.9	-5.7%	-2.1	18.5%	-3.7%
OCC(CO)c1cnnc2ccccc12	2.0	4.0	-2.1%	-8.9%	-4.2	2.9%	0.9	9.3%	2.9%
COC(=O)C1=C(C)NC(=O)/C1=C\c1cc(C)n(-c2ccccc2C)c1C	-2.4	-0.9	-10.7%	-4.9%	1.9	-15.0%	-21.4	?	14.0%
Cc1ccc(Nc2cc(=O)[nH]c(=O)[nH]2)cc1Cl	-11.1	-3.3	3.4%	-2.8%	-1.7	-9.0%	-3.9	-20.9%	3.1%
CCCCSc1nc(O)c(C2OC(=O)c3c2ccc(OC)c3OC)c(=O)n1-c1ccccc1 (centres undefined)	-0.5	0.4	2.7%	-21.8%	-0.4	-13.4%	?	?	-3.4%
Cc1cc(C)cc(NC(=O)COC(=O)c2ccc3c(c2)OCCO3)c1	-0.2	1.9	14.8%	5.6%	3.3	-11.3%	-21.1	11.3%	-1.4%
CCN1CCN(S(=O)(=O)c2ccc(OC)c(NC(=O)c3ccccc3)c2)CC1	-0.4	-21.8	-6.6%	?	0.4	-1.0%	0.9	10.3%	7.7%
Cc1cccc(C)c1-c1ccc(CN2C(CC(C)C)C(=O)N(Cc3cn(CC4CCCCC4)nn3)CCS2(=O)=O)cc1 (centres undefined)	22.2	13.6	-2.9%	-13.7%	-1.0	-14.4%	17.7	?	1.0%
Cc1ccc(S(=O)(=O)CC(=O)Nc2ccc(S(=O)(=O)Nc3onc(C)c3C)cc2)cc1	·	-3.0	5.0%	-9.8%	0.2	0.8%	7.0	1.3%	3.6%
COC(=O)c1ccc(Cn2cnc3ccccc3c2=O)cc1	0.8	-0.3	-9.4%	5.8%	0.2	2.1%	-9.6	0.0%	-0.8%
O=C(O)c1cc(=O)[nH]c2ccc(S(=O)(=O)Nc3ccc(F)cc3)cc12	-12.4	-7.0	11.2%	5.9%	7.8	-8.1%	-6.4	10.3%	-2.7%
CCNC(=O)CSc1nnc(-c2ccccc2)n1-c1ccc(OCC)cc1	·	14.2	-9.7%	12.7%	-3.6	1.9%	-8.2	0.0%	-1.4%
COCCNCc1nc2sc(C)c(-c3ccccc3)c2c(=O)[nH]1	7.9	-1.7	?	-6.2%	-0.7	2.5%	-11.5	11.2µM*	9.4%
COc1c(Br)cc(Br)cc1C(=O)Nc1ccccc1N1CCCC1	3.4	-24.8	17.4%	5.3%	-6.1	2.2%	-12.3	-0.3%	-0.2%
CC(=O)Nc1ccccc1OCC(=O)c1ccc2c(c1)OCO2	·	46.6*	-5.8%	-5.9%	-0.7	-7.9%	13.3	84.8%[activator]	-8.7%
S=C(Nc1ccc(Cl)cc1Cl)NC1CCCCC1	1.2	-4.2	?	-2.2%	0.7	-6.4%	-21.5	?	-5.4%
CCOc1ccc(OCC)c(NS(=O)(=O)c2cccc3nsnc23)c1	-1.6	-3.6	2.7%	-5.2%	1.3	0.5%	?	-13.5%	1.5%
O=C(Nc1ccc(F)c(Cl)c1)C1CC(=O)N(Cc2ccccc2)C1 (centres undefined)	-11.2	-22.2	-4.9%	-27.1%	-3.7	0.1%	1.6	?	1.0%
COc1ccc(OC)c(Nc2cc(C)nc3ccccc23)c1	·	4.1	?	-1.9%	-2.5	-2.5%	25.4	?	-5.7%
Cc1ccc(N2CC(c3nc4ccccc4n3C)CC2=O)cc1C (centres undefined)	-0.7	1.5	-27.4%	2.2%	0.8	-1.1%	5.4	10.5%	6.5%
CC(NC(=O)CCc1ccccc1)c1cc2c(cc1Cl)OCCO2 (centres undefined)	-6.3	3.0	-1.9%	-2.9%	-0.3	5.8%	-5.1	?	0.5%
COCCOC1CCN(C(=O)c2cc(COc3ccc(F)cc3F)on2)CC1	4.5	9.1	5.6%	-27.9%	-1.1	1.3%	10.7	-5.4%	-1.0%
COc1ccc(-c2ccc(CCC(=O)O)n2CC(=O)Nc2cccc(OC)c2)cc1	-11.4	-13.0	5.0%	-1.0%	-3.8	-0.2%	-21.6	-15.7%	0.4%
Cc1cccc(OCC(=O)NCC(=O)N/N=C/c2c(C)[nH]c3ccccc23)c1	1.7	-1.8	-8.5%	-0.1%	-0.9	3.0%	12.3	?	1.6%
Cc1cc(Nc2cccc(Cl)n2)n(-c2ccccc2)n1	3.1	-5.1	11.2%	-22.8%	0.6	-9.1%	?	12.9%	2.3%
CCn1ccnc1CN1CCCC(CO)(Cc2cccc(OC)c2)C1 (centres undefined)	-0.4	1.9	9.4%	1.8%	1.0	-9.8%	5.4	?	7.7%
Cc1cc(C)nc(-n2nc(C)cc2NC(=O)CN2CCc3ccccc3C2)n1	·	-14.0	5.01µM*	-3.8%	2.6	-10.6%	-5.8	?	9.7%
O=[N+]([O-])c1ccc(CNc2cccc(F)c2)s1	-1.8	0.8	0.4%	-15.4%	0.0	-0.6%	-15.8	?	-0.9%
Cc1ccsc1/C=C(/C#N)C(=O)NCc1ccccc1	-4.6	-2.3	3.0%	-13.3%	-0.3	-2.8%	48.2	0.0%	2.2%
O=C(CSc1nc(N2CCOCC2)nc(N2CCOCC2)n1)Nc1ccc([N+](=O)[O-])cc1	3.3	-1.2	-2.0%	-6.1%	-3.0	-17.0%	22.6	81.1%[activator]	10.3%
FC(F)(F)c1cccc(N2Cc3ccccc3C2)c1	3.1	-0.7	0.1%	-4.0%	-0.1	-8.8%	13.5	-1.3%	-7.4%
O=C(c1n[nH]c2ccccc12)N1CCN(S(=O)(=O)c2ccc3ccccc3c2)CC1	-4.2	-2.5	-13.4%	-6.4%	-2.0	-3.7%	13.2	0.0%	9.5%
COc1cc2c3c(c1)C1(C(=O)N3C(C)(C)C=C2C)C(C#N)=C(N)Oc2cc(C)oc(=O)c21 (centres undefined)	-6.5	3.5	-24.2%	-5.5%	-0.2	2.5%	-10.4	?	12.0%
COc1cc(CNC(=O)c2ccccc2NC(=O)C2=C(C)OCCS2)cc(OC)c1OC	4.7	2.9	-5.4%	-1.6%	-3.8	-7.3%	12.9	8.0%	7.9%
CCOC(=O)C1=C(C)NC(=O)NC1c1ccc2c(c1)OCO2 (centres undefined)	-1.6	-6.0	-14.3%	7.6%	-3.0	-8.0%	10.9	9.8%	-1.9%
c1cncc(-c2nnc3sc(C4CCCCC4)nn23)c1	0.6	9.9	-13.9%	4.2%	0.8	-4.3%	-2.8	63.9%[activator]	11.4%
CN1CCN(C(=O)c2ccc(-c3cnc4cccnn34)cc2)CC1	0.2	-7.0	12.9%	0.0%	-0.7	-10.7%	9.6	-11.7%	-4.5%
COc1ccc(Br)cc1/C=N/NC(=O)CNC(=O)c1cccnc1	-0.1	-16.4	6.7%	-3.5%	1.2	-5.3%	-25.3	4.5%	2.8%
CCOC(=O)N1CCN(C(=O)C2CCN(S(=O)(=O)CC)CC2)CC1	·	-5.0	-1.8%	-5.0%	-0.2	-1.7%	-24.8	22.5%	-4.1%

Screening results deposited in PubChem BioAssay by National Center for Advancing Translational Sciences (NCATS).

Outcome played no part in choosing rows. Share with any hit: about 7.8%.
